Source: PubChem BioAssay (National Center for Advancing Translational Sciences (NCATS))
S-ASM inh: Inhibitors of Secretory Acid Sphingomyelinase (S-ASM): qHTS; 340,000 compounds, 0.006% hits; AID 504937, 2011; Potency, µM (titrated, usually from 57.5 µM), inactives show at the highest dose activity change, negative = inhibition, actives largely listed as inhibitors; placental ASM, HMU-PC fluorogenic substrate, 60 min; Sphingomyelin phosphodiesterase (Homo sapiens), P17405; further: potency means the concentration at half of the fitted maximal effect
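Steps: dispense placental human ASM, pin compound, wait 10 min at room temperature, add HMU-PC0 substrate at 9 uM final, incubate 60 min at 37 °C, add stop solution raising pH to 10, read fluorescence.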
Tb PFK block: qHTS Assay to Find Inhibitors of T. brucei phosphofructokinase. ATP-dependent 6-phosphofructokinase (Trypanosoma brucei brucei), O15648. T. brucei PFK, ADP-Glo luminescence. Potency, µM (top dose mostly 57.5 µM), inactives show at the highest dose activity, negative = inhibition, hits mostly inhibitors. 330,000 compounds, 0.17% hits;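 further: potency means the concentration at half of the fitted maximal effect; 0% = uninhibited 1x PFK enzyme wells and -100% = no-enzyme wells; nearly all actives have a fitted effect of over 60% in size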
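ADP-Glo luminescence quantified ADP after 45 min at room temperature, with 1.25 nM T. brucei PFK, 0.1 mM ATP and 0.5 mM fructose-6-phosphate in pH 8.0 TEA buffer. qHTS titrations up to 57 µM; curves classified by quality.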
Integrin act MD: qHTS for Activators of Integrin-Mediated Alleviation for Muscular Dystrophy | alpha7betagal myoblasts, beta-gal FDG fluorescence, 48 h | Potency, µM (titrated, usually from 38.3 µM), for the others: at the highest dose activation, most hits filed as activators | 350,000 compounds, 0.064% hits | AID 624291, 2012;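 further: potency means the concentration at half of the fitted maximal effect; 100% = response of the positive control SU9516; nearly all actives have a fitted effect of over 60% in size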
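alpha7betagal+/- myoblasts (passage 13, 250/well) treated 48 h at 37C with compounds at 1:260 dilution of DMSO stock. Lysed, then beta-galactosidase activity read as FDG fluorescence (ex 480/em 540) after 30 min, with pre-read for autofluorescence.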
TSHR antagonist: Antagonists of the Thyroid Stimulating Hormone Receptor: HTS campaign. TSHR-expressing cells, TSH-stimulated cAMP HTRF, 2 h; active compounds read low. activity change, negative = inhibition, % at 11.5 µM. 330,000 compounds, 0.2% hits. AID 504810, 2011;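 active means activity change below a set negative limit, meaning inhibition stronger than a set level, cut at about -70% in these data; inconclusive means activity change between two set negative limits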; further: on the % scale 0 is the no-effect control and ±100 the full control effect
Target sequence (P16473 whole entry, looked up): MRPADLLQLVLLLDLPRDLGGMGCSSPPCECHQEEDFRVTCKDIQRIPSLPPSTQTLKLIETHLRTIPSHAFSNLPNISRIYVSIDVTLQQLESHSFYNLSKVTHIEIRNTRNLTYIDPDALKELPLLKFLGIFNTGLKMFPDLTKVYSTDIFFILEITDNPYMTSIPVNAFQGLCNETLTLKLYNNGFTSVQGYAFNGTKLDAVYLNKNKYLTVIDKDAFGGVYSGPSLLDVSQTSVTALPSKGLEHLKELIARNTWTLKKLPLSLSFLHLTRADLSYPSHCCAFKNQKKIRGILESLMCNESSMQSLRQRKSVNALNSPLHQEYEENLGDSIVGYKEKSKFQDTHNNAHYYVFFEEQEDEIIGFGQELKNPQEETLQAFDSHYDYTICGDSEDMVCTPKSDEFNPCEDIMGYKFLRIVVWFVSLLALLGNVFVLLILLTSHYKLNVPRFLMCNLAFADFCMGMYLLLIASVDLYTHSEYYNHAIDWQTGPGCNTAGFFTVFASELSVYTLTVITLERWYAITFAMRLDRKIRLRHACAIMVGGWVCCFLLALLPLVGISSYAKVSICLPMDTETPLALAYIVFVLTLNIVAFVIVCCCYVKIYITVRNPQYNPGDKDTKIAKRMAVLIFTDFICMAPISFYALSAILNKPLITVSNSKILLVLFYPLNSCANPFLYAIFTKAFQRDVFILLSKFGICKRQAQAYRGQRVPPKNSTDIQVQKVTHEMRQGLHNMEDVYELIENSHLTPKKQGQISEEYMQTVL
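Freshly harvested TSHR cells receive pin-tooled compound, then EC80 TSH at 4nM final. After 2 hours at 37 deg C, antibody in lysis buffer and cAMP-d2 are added; 30 minutes at ambient temperature precede the HTRF read.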
ELG1 repair inh: qHTS screen for small molecules that inhibit ELG1-dependent DNA repair in human embryonic kidney (HEK293T) cells expressing luciferase-tagged ELG1; HEK293T ELG1-luciferase reporter, luminescence, 16 h; DNA damage induced by 5-fluorouridine; Potency, µM (series often up to 46.1 µM), without a hit: at the highest dose activity change, negative = inhibition, most hits filed as inhibitors; 330,000 compounds, 2.3% hits; AID 504467, 2011; further: potency means the concentration at half of the fitted maximal effect; on the % scale 0 is the no-effect control and ±100 the full control effect; nearly all actives have a fitted effect of over 55% in size
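In this reporter screen, reduction of luminescence relative to DMSO vehicle indicated activity. Compounds and 5-fluorouridine were added together to 2,000 cells per well, incubated for 16 hr at 37 °C, then developed with ONE-Glo.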
Chronic BCR inh: qHTS Assay to Find Inhibitors of Chronic Active B-Cell Receptor Signaling. 340,000 compounds, 0.05% hits. ABC-DLBCL IkBa-CBG/CBR reporter, luminescence ratio, 4 h. Potency, µM (highest dose often 46.1 µM), for the others: top-dose ratio change, negative = lower green/red ratio, most hits filed as inhibitors. AID 493014, 2011; active means well fitted inhibition curve with a large enough effect in the signal ratio, with a control signal flat, not every such curve was filed as active; inconclusive means small, poorly fitted or top-dose-only effect, or effect the other way, or a change in a side signal; the % refers to the signal ratio;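 further: potency means the concentration at half of the fitted maximal effect; plate controls were basal doxycycline-induced cells for no effect and cells given 10 µM MG132 for full effect; MG132 reads +100%, hits lower the ratio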
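TMD8 human ABC-DLBCL cells with doxycycline-inducible IκBα–green luciferase fusion and unfused red luciferase, in 0.5% FBS medium; compounds up to 46 uM, 4 h at 37C. Green/red luminescence ratio, filter-overlap corrected, fitted to concentration-response curves.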
TSG101-PTAP inh: qHTS Assay for Iinhibitors of HIV-1 Budding by Blocking the Interaction of PTAP/TSG101. Tumor susceptibility gene 101 protein (Homo sapiens), Q99816. Fluorescence polarization, FITC-PTAP peptide / Tsg101 binding. Potency, µM (series often up to 115 µM), for inactives: top-dose activity change, negative = inhibition, actives largely listed as inhibitors. 340,000 tested, under 10 active. AID 493005, 2010; active means well fitted inhibition curve with a large enough effect in the main read-out, with a control signal flat, not every such curve was filed as active; inconclusive means small, poorly fitted or top-dose-only effect, or effect the other way, or a change in a side signal; inactive means no such curve, though single readings can be large or run the other way; further: potency means the concentration at half of the fitted maximal effect; % of control where 0% means no effect
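Steps: Tsg101 binding domain dispensed (10 uM final), compounds pinned in DMSO, FITC-labeled PTAP-motif peptide added (50 nM final); after 20 min binding at room temperature, polarization measured.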
AT treatment: qHTS Assay for Identifying a Potential Treatment of Ataxia-Telangiectasia. […] A-T fibroblasts, KAP-1 phosphorylation AlphaLISA; neocarzinostatin DNA damage 30 min before lysis. Potency, µM (doses to about 57.5 µM), inactives show at the top dose activation, hits mostly activators. 320,000 compounds, 0.19% hits; further: potency means the concentration at half of the fitted maximal effect; % of control where 0% means no effect; nearly all actives have a fitted effect of over 45% in size
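ATM-like activity read as KAP-1 phosphorylation via AlphaLISA donor/acceptor antibody pairs after lysis and 6 hr at 25C. Cells were ATM-null patient fibroblasts ([…], hTERT), dosed 60 min, then exposed to the DSB inducer NCS for 30 min.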
Mito fusion act: qHTS Assay for Small Molecule Inhibitors of Mitochondrial Division or Activators of Mitochondrial Fusion; 320,000 compounds, 0.23% hits; AID 485298, 2010; S. cerevisiae fusion-defective mutant growth rescue, CellTiterGlo 48 h; Potency, µM (top dose mostly 46.1 µM), without a hit: at the top dose growth rescue (activation), most hits filed as activators;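 further: potency means the concentration at half of the fitted maximal effect; % of control where 0% means no effect; nearly all actives have a fitted effect of over 45% in size; temperature-sensitive fusion mutants such as fzo1-1 at 37 °C on non-fermentable ethanol glycerol medium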
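Yeast fusion mutant, YPEG (non-fermentable carbon), compound, 48 h at 37C non-permissive; CellTiterGlo added, 10 min RT, luminescence read. Rescued growth = division inhibition.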
TCR activator: Activators of T cell receptors: qHTS campaign. primary human leukocytes, anti-CD3, IL-2 HTRF, 48 h. AID 504894, 2011. Potency, µM (titrated, usually from 9.22 µM), for the others: at the top dose activation of IL-2 secretion, most hits filed as activators. 330,000 tested, under 10 active; further: % of control where 0% means no effect
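Primary human leukocytes incubated 48 hr with anti-CD3 beads plus compound, without co-stimulation. Secreted IL-2 measured by HTRF (europium cryptate/d2 anti-IL-2 pair, 320 nm excitation, 665 nm emission).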
Eya2 phos inh: qHTS Assay for Inhibitors of the Phosphatase Activity of Eya2; Protein phosphatase EYA2 (Homo sapiens), O00167; recombinant Eya2, OMFP fluorescence dephosphorylation (OMFP is methylfluorescein phosphate); Potency, µM (titrated, usually from 76.9 µM), for the others: at the top dose activity, negative = inhibition, most hits filed as inhibitors; 330,000 compounds, 0.006% hits; AID 488837, 2010; further: potency means the concentration at half of the fitted maximal effect; on the % scale 0 is the no-effect control and ±100 the full control effect
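Eya2 (0.2 uM) preincubated 10 min at ambient with compound, then OMFP substrate added at 50 uM; 10 min reaction in 50 mM HEPES pH 7.5, 50 mM NaCl, 5 uM MgCl2, 0.05% BSA, 1 mM DTT. Fluorescence read at Ex 485/Em 525 nm.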
* = called active by the depositor; ? = inconclusive; . = not tested or not shown; [ ] = remark or other dose. Unless noted, the call rests on the fitted dose curve; in most records, active means well fitted curve in the direction sought with a large enough effect; inconclusive means small, poorly fitted or top-dose-only effect, or another doubt; inactive means no such curve, though single readings can be large; an effect the other way counts as inactive or inconclusive.

SMILES	S-ASM inh	Tb PFK block	Integrin act MD	TSHR antagonist	ELG1 repair inh	Chronic BCR inh	TSG101-PTAP inh	AT treatment	Mito fusion act	TCR activator	Eya2 phos inh
COc1cc(/C=C/C(=O)N2CCN(c3n[nH]c(=O)[nH]c3=O)CC2)cc(OC)c1OC	5%	2%	20%	8	?	3%	-2%	-2%	-5%	.	-16%
Cc1cc(OCCCCCn2ccnc2)cc(C)c1Cl	3%	7%	-27%	22	-20%	-28%	0%	12%	32%	-2%	-29%
CC(C)(C)c1cc(CCC(=O)NN)cc(C(C)(C)C)c1O	-1%	2%	-2%	-7	-10%	-10%	0%	-1%	-5%	-3%	12%
O=C(NCCc1cccc(F)c1)C1CCN(S(=O)(=O)c2ccccc2)CC1	2%	-11%	-10%	-5	11%	-1%	-1%	0%	-7%	-4%	-1%
C=CCn1cc(C(=O)OC)c(=O)c2cc(S(=O)(=O)N(CC)CC)ccc21	-1%	3%	0%	4	-10%	?	-2%	.	0%	.	12%
CS(=O)(=O)Nc1cccc(C(=O)OCCCOc2ccc(F)cc2)c1	-10%	0%	-12%	-3	-16%	-8%	-3%	-2%	5%	-3%	1%
CN(C)c1nc(Nc2ccc(Cl)cc2)nc(OCC#N)n1	-14%	-1%	-40%	-1	?	-10%	-4%	-1%	-2%	4%	-19%
COc1ccc(Nc2nc(N(C)c3ccccc3)nc(N)c2[N+](=O)[O-])cc1	-4%	1%	5%	1	19%	-1%	7%	-17%	-9%	-2%	3%
COc1cccc(N2CCN(c3ccc4nnc(CCC(=O)Nc5ccc(F)cc5)n4n3)CC2)c1	-4%	1%	15%	-11	-2%	1%	-4%	17%	1%	0%	12%
CC1(C)CC(O)(CCNCc2ccc3c(c2)OCO3)CCO1 (configuration not stated)	1%	-11%	-12%	4	2%	2%	-5%	1%	3%	-1%	-9%
CCOC(=O)c1c(C)[nH]c(=S)c(C#N)c1-c1ccc(Cl)cc1	0%	1%	-24%	-12	-1%	9%	-4%	-1%	14%	-4%[46.1 µM]	4%
CS(=O)(=O)N1CCCC(C(=O)NCc2ccc(F)cc2Cl)C1 (configuration not stated)	1%	-5%	25%	0	12%	2%	-6%	0%	0%	-4%	1%
O=C(N/N=C/c1cc(Br)cs1)C(O)c1ccccc1 (configuration not stated)	2%	-7%	35%	5	?	?	1%	-1%	-1%	6%	4%
CCC1C(=O)c2ccccc2N(C)C1=O (configuration not stated)	9%	0%	-9%	-1	-6%	0%	-4%	7%	-2%	-1%[46.1 µM]	5%
Cn1nc(C(=O)NNC(=O)c2ccc(Cl)cc2)ccc1=O	-1%	2%	11%	24	25%	?	-9%	1%	11%	-2%	-3%
Cc1ccccc1C(=O)N1CCN(c2ncnc3c2cnn3-c2ccccc2)CC1	-11%	4%	-26%	1	?	5%	-6%	2%	2%	6%	4%
COc1ccc([C@H]2CC(=O)C=C(c3ccc4ncccc4c3)C2)cc1	-10%	-7%	-20%	-8	?	-1%	.	.	13%	-5%	2%
COc1ccc(-n2c(CNc3ccc(C)cc3)nnc2SCC(=O)Nc2nc(-c3ccccc3)cs2)cc1	-1%	0%	9%	7	?	-5%	-7%	-3%	4%	-2%	-1%
CC(NC(=O)CCNC(=O)N1CCn2c1nc1ccccc12)c1ccccc1 (configuration not stated)	2%	4%	-18%	5	6%	-17%	-1%	2%	-2%	4%	-3%
O=C(O)c1nc(-c2ccccc2)n(-c2cccc(C(F)(F)F)c2)n1	1%	-19%	?	22	12%	?	-3%	5%	9%	-10%	14%
Cc1ccc(S(=O)(=O)Nc2ccc(-c3cn4ccc(C)cc4n3)cc2)cc1	1%	0%	0%	-17	-29%	-8%	-4%	0%	8%	3%[46.1 µM]	-5%
CCOC(=O)c1c(C)[nH]c(C(=O)OCC(=O)Nc2cc(Cl)ccc2OC)c1C	3%	0%	-7%	44	-5%	10%	0%	16%	-2%	2%	6%
O=C(O)c1ccccc1NC(=S)NC(NC(=O)c1ccccc1[N+](=O)[O-])C(Cl)(Cl)Cl (configuration not stated)	0%	0%	-41%	-7	1%	?	-3%	-2%	3%	0%	14%
CCn1c(SCC(=O)N2CCN(C(=O)c3ccco3)CC2)nnc1C(C)C	5%	3%	5%	-10	-7%	1%	0%	2%	-1%	-1%	-5%
Cn1nc(C(=O)NCC2CCCO2)c2ccccc2c1=O (configuration not stated)	4%	6%	16%	-2	8%	5%	0%	6%	1%	-1%	10%

New compounds follow:
SMILES	S-ASM inh	Tb PFK block	Integrin act MD	TSHR antagonist	ELG1 repair inh	Chronic BCR inh	TSG101-PTAP inh	AT treatment	Mito fusion act	TCR activator	Eya2 phos inh
O=C(c1ccc(N2C(=O)CCC2=O)cc1)N1CCOCC1	-2%	4%	?	0	5%	0%	-1%	6%	1%	-18%	3%
O=C(CCC1CCCN(C(=O)c2ccoc2)C1)NCc1ccccc1F (configuration not stated)	3%	-9%	?	9	-12%	?	-1%	0%	-2%	0%	-7%
CCOC(=O)N1CCC(NC(=O)C(NS(=O)(=O)c2ccc3c(c2)CCN3C(C)=O)C(C)C)CC1 (configuration not stated)	1%	-9%	18%	-3	10%	4%	-1%	0%	-2%	0%	-12%
COc1ccc(N2C(=O)NC3CC2(C)Oc2ccccc23)cc1OC (configuration not stated)	-2%	-3%	19%	-1	-17%	-6%	2%	4%	0%	-7%	2%
CCN(CC)S(=O)(=O)c1cc([N+](=O)[O-])ccc1NNC(=O)Nc1ccccc1OC	-9%	-2%	-4%	3	19%	-13%	-7%	.	1%	-18%	12%
O=C(N/N=C/c1ccncc1)C12CC3CC(CC(C3)C1)C2	0%	0%	6%	5	-2%	0%	-2%	-3%	-3%	-3%	2%

Molecules from the list above that contain fluorine (6):
SMILES	S-ASM inh	Tb PFK block	Integrin act MD	TSHR antagonist	ELG1 repair inh	Chronic BCR inh	TSG101-PTAP inh	AT treatment	Mito fusion act	TCR activator	Eya2 phos inh
O=C(NCCc1cccc(F)c1)C1CCN(S(=O)(=O)c2ccccc2)CC1	2%	-11%	-10%	-5	11%	-1%	-1%	0%	-7%	-4%	-1%
CS(=O)(=O)Nc1cccc(C(=O)OCCCOc2ccc(F)cc2)c1	-10%	0%	-12%	-3	-16%	-8%	-3%	-2%	5%	-3%	1%
COc1cccc(N2CCN(c3ccc4nnc(CCC(=O)Nc5ccc(F)cc5)n4n3)CC2)c1	-4%	1%	15%	-11	-2%	1%	-4%	17%	1%	0%	12%
CS(=O)(=O)N1CCCC(C(=O)NCc2ccc(F)cc2Cl)C1 (configuration not stated)	1%	-5%	25%	0	12%	2%	-6%	0%	0%	-4%	1%
O=C(O)c1nc(-c2ccccc2)n(-c2cccc(C(F)(F)F)c2)n1	1%	-19%	?	22	12%	?	-3%	5%	9%	-10%	14%
O=C(CCC1CCCN(C(=O)c2ccoc2)C1)NCc1ccccc1F (configuration not stated)	3%	-9%	?	9	-12%	?	-1%	0%	-2%	0%	-7%

Rows were taken by chance. Share with any hit: about 3.2%.
